DAX1 inh-1 = inhibitors of human orphan nuclear receptor DAX1 (NR0B1); P51843; HEK293 Gal4-DAX1 luciferase reporter, luminescence; inhibition, % at 6.75 µM; 340,000 compounds, 0.99% hits; AID 504766;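 active = inhibition above the mean over all tested compounds plus 3 SD, cut at about 4.2% in these data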;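 also: 0% = DAX1-transfected cells with DMSO and 100% = empty-vector control cells with DMSO; inhibition shows as a rise in luminescence from relieved DAX1 repression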
Target sequence (P51843 207-470 limits assumed): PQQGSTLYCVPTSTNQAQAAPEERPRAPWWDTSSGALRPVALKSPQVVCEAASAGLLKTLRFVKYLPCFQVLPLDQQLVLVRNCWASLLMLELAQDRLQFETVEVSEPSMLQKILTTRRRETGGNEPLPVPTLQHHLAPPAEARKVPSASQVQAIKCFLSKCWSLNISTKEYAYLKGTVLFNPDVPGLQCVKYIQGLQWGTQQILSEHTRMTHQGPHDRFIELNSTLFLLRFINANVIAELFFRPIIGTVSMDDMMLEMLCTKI
SMARCA2 act = activators of SMARCA2 function; MG213 cells, MMTV-luciferase reporter, dexamethasone, overnight; activation, % at 9.1 µM; 370,000 compounds, 1% hits; AID 652017; in the data active = activation above about 7.8%;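 also: 0% = vehicle wells and 100% = reference activator wells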
hcDAF-12 act = activates DAF-12 receptor from parasite H. contortus. HEK293 hcDAF-12 lit1-tk-luc reporter, luminescence; 0% DMSO, 100% Δ7-dafachronic acid. 370,000 compounds, 1.4% hits. activation, % at 6.8 µM;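 active = activation above the mean of all tested compounds plus 3 SD, cut at about 5.5% in these data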;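 also: 100% = response to 3 µM Δ7-dafachronic acid high control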
ssDAF-12 act = S. stercoralis DAF-12 activation, primary screen. HEK293 ssDAF-12/GRIP1 lit1-tk-luc reporter, luminescence; % of 3 µM dafachronic acid response. activation, % at 6.8 µM. 370,000 compounds, 1% hits. AID 652126;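 active = activation above the mean over all tested compounds plus 3 SD, cut at about 0.9% in these data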;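 also: 0% = DMSO-only wells and 100% = 3 µM delta7-dafachronic acid wells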
FXN GAA850 act = increases GAA850 frataxin promoter reporter activity | HEK293 lucGAA850 FXN promoter luciferase reporter, 24 h; percent of 10 µM SAHA response | activation, % at 6 µM | 360,000 compounds, 0.56% hits;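 active = activation above the average of all compounds screened plus 3 SD, cutoff fixed separately per campaign, cut at about 7.5% in these data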;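 also: 0% = DMSO wells and 100% = 10 µM SAHA wells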
PG9 binder = PG9 antibody binding by small molecule; TR-FRET gp120-PG9 antibody binding; inhibition, % at 6.7 µM; 360,000 compounds, 0.43% hits; AID 624416; in the data active = inhibition above about 8.5%
hgDAF12 agonist = agonists of H. glycines DAF-12 nuclear receptor. HEK293 GAL4-hgDAF12 UAS-luciferase reporter, agonist luminescence; normalized to butyrate control. activation, % at 6.8 µM. 370,000 compounds, 1.8% hits. AID 687014;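 active = activation above a cutoff set at the mean of all screened compounds plus 3 SD, cut at about 10% in these data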;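 also: 0% = DMSO wells and 100% = sodium butyrate wells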
ADAM17 inh = inhibits human ADAM17; recombinant ADAM17, EDANS/DABCYL FRET peptide cleavage; AID 720648; inhibition, % at 6.95 µM; 370,000 compounds, 0.83% hits;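 active = inhibition above the mean of compounds lying between control limits plus 3 SD, set per campaign, cut at about 8.5% in these data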;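 also: 0% = DMSO-only wells as the low control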
DAX1 inh-2 = inhibitors of DAX1 repression of SF-1 activated StAR promoter; AID 652010; HEK293T StAR-luciferase reporter, SF-1/DAX-1 repression relief; inhibition, % at 6.8 µM; 370,000 compounds, 1.1% hits;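 active = inhibition above the mean over all tested compounds plus 3 SD, cut at about 3.6% in these data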;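 also: 0% = DAX-1 cells with DMSO and 100% = cells lacking DAX-1 with DMSO; higher inhibition means more luminescence from relief of DAX-1 repression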
GC-A act = GC-A (human) enzyme activation; AID 1671463; 370,000 compounds, 0.14% hits; HEK293 GC-A cells, cGMP TR-FRET, EC30 ANP; 0% at EC30 ANP, 100% saturating ANP; activation, % at 10 µM; in the data active = activation above about 40%
ADAM10 inh = inhibits human ADAM10 | AID 720582 | O14672 | 370,000 compounds, 0.62% hits | recombinant ADAM10, EDANS/DABCYL FRET peptide cleavage, 3 h | inhibition, % at 7 µM;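 active = inhibition above a per-campaign cutoff equal to the mean of compounds falling between control-based bounds plus 3 SD, cut at about 20% in these data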;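 also: 0% = DMSO wells while the 100% control is not disclosed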
Target sequence (O14672 214-748 limits assumed): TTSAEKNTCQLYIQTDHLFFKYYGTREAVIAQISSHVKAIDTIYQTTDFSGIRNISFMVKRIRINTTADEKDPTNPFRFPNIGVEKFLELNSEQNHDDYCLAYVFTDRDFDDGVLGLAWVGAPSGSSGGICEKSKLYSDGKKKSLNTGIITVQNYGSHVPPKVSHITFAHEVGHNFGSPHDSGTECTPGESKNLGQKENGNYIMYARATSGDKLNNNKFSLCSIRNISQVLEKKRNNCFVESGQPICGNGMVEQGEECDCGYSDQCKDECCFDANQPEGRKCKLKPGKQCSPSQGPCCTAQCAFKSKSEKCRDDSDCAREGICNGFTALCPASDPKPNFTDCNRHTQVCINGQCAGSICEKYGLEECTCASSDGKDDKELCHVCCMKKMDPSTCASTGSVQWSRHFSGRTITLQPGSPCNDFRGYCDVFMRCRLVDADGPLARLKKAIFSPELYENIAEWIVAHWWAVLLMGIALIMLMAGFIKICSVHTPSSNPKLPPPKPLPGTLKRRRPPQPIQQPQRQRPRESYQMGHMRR
* = called active by the depositor; i = inactive.

canonical_smiles,DAX1 inh-1,SMARCA2 act,hcDAF-12 act,ssDAF-12 act,FXN GAA850 act,PG9 binder,hgDAF12 agonist,ADAM17 inh,DAX1 inh-2,GC-A act,ADAM10 inh
Cc1ccc(S(=O)(=O)N(C)C[C@@H]2Oc3ncc(Br)cc3C(=O)N([C@H](C)CO)C[C@H]2C)cc1,1.9,-6,-1.0,-1.3,0.7,-0.9,-2.9,0,0.8,-1,-2
COc1ccc(N(CC(=O)N2CCC(C)CC2)S(=O)(=O)c2c(C)nn(C)c2C)cc1,0.3,2,-1.1,-0.8,2.7,2.8,-0.6,1,-1.0,-2,-3
O=C(Nc1ccc(S(=O)(=O)N2CCCC2)cc1Cl)C1=COCCO1,-1.2,0,-2.2,-1.4,1.0,-1.4,-1.4,0,0.1,-2,3
Cc1nc(C(=O)N2CCCC(N3CCN(c4ccccc4C)CC3)C2)cs1 (stereo not given),-0.9,1,-2.2,-1.4,1.9,-1.6,-1.4,0,-3.9,2,-6
COc1ccnc(N=CNOCc2cccc(Cl)c2Cl)c1C#N,-0.9,0,-0.8,-1.3,-0.2,-0.7,1.7,-2,-0.2,-2,1
CC(C)(CNC(=O)c1ccc(NS(=O)(=O)c2ccc(F)cc2)cc1)N1CCOCC1,0.3,1,-0.1,0.1,1.3,-1.0,-1.2,-4,1.4,0,-5
COc1ccc(-n2c(CN3CCN(c4ccccc4OC)CC3)nc3ccc([N+](=O)[O-])cc3c2=O)c(OC)c1,2.8,4,4.6,-0.8,1.7,-2.2,-2.8,1,-0.6,-2,3
CN(C)c1cc[n+](CC(=O)c2ccc(OC(F)F)cc2)cc1,0.8,-5,-1.2,-1.7,1.0,0.2,0.5,-5,-0.8,0,-5
COc1ccc(-c2nn(-c3ccccc3)cc2/C=N/NS(=O)(=O)c2ccccc2)cc1,0.5,2,-1.5,-1.3,2.9,-2.5,3.0,4,1.1,2,11
Cc1cccc(C)c1OCc1nnc(SCC(=O)Nc2nccs2)n1-c1ccccc1,-0.1,-1,-0.7,-0.9,-2.2,-0.4,-0.4,-1,-0.9,-21,2
O=C(NC(=S)Nc1ccc(S(=O)(=O)N2CCCCCC2)cc1)c1cccs1,-0.3,-1,3.0,-0.9,3.9,-0.7,2.4,3,-0.3,0,-2
CC(NC(=O)Cn1c(NCCO)nc2ccccc21)c1ccccc1 (stereo not given),0.1,1,-2.5,-0.9,-0.7,0.2,0.7,-3,-0.2,1,7
O=C(Nc1cccc(S(=O)(=O)NCc2ccco2)c1)c1cccc(Cl)c1,-0.8,-4,-2.1,-2.0,0.8,1.2,-0.8,2,-2.3,-3,6
CC(=O)c1ccc(OCC(=O)Nc2ccc3nc(C)sc3c2)cc1,0.1,1,0.0,-1.4,0.2,-1.4,2.0,0,-0.4,1,4
CC(=O)OC[C@H]1O[C@@H](Oc2cc3ccc(=O)oc3cc2OC(C)=O)[C@H](OC(C)=O)[C@@H](OC(C)=O)[C@@H]1OC(C)=O,-0.4,2,1.1,-0.8,2.9,-1.0,1.0,i,-0.3,1,i
CCCCNc1nc(C)c(C(C)=O)cc1C#N,-0.9,-1,-0.7,-0.7,2.7,-0.3,0.3,-2,-0.4,-4,-9
O=C(c1cccnc1)N1CCN(C(=O)c2cccc(Cl)c2)CC1,1.7,-3,0.0,-0.9,-2.0,0.1,-2.1,0,-0.3,3,-7
COC(=O)c1ccc(COC(=O)c2ccc(N(C)C)cc2)cc1,-0.4,-1,-1.6,-1.5,-0.4,-0.8,2.6,-2,0.9,-4,-4
Cc1ccc2c(C)cc(=S)[nH]c2c1,1.2,0,0.3,-0.3,0.5,4.0,2.2,-5,-0.7,5,-8
COC(=O)[C@H](C)NC(=O)c1cc2c(cn1)[nH]c1ccccc12,2.2,-1,-0.1,-1.3,0.1,1.6,5.4,-37,0.3,14,-119
CCOC(=O)N/N=C(C)/C=C/c1ccccc1,1.5,3,0.8,-0.1,3.1,-1.1,5.6,-2,0.6,4,6
O=C(NC1(C(F)(F)F)NC(=O)N(Cc2cccnc2)C1=O)c1ccc(F)cc1 (stereo not given),0.1,-1,-1.6,-1.0,-1.8,-1.9,0.1,-3,-1.1,-8,1
Cc1ccc(SCCC(=O)Nc2ccc(Br)c(C)c2)cc1,-2.6,-4,-2.6,-1.4,0.4,-0.8,-2.4,12*,-0.4,-7,19
COC(=O)c1nn(-c2ccccc2)c(Sc2ccc(OC)cc2)c1/C=N/O,0.1,-1,-0.6,-1.3,1.4,0.4,-0.6,4,0.3,21,8
C=CCOc1c(Br)cc(CNn2cn[nH]c2=S)cc1OC,1.2,-2,-1.2,-0.5,3.2,3.0,-0.2,-1,-0.1,-2,3
COc1ccc(C(=O)O)cc1S(=O)(=O)N1CCCc2ccccc21,-0.2,-1,0.8,-1.0,-1.2,-1.3,-0.3,0,0.7,5,3
COc1ccc(NC(=O)CSc2nnc(-c3ccccc3)n2Cc2ccco2)c(OC)c1,-0.2,-2,-2.6,-1.4,-1.2,-0.6,-4.5,9,-1.5,-10,12
C=CCC1NCCc2c(Br)cccc21 (stereo not given),0.0,-1,-0.7,-1.2,-0.3,-1.2,-4.3,-1,-0.2,-3,-4
COc1cccc(C(=O)C2CCCN(Cc3cn(CC(N)=O)c4ccccc34)C2)c1 (stereo not given),-0.6,-3,3.0,-0.7,0.9,-2.6,-1.9,0,-0.2,-3,-4
CCCC(=O)NCCc1cc(OC)c(OC)cc1Br,-0.6,-1,-1.4,-0.8,-0.8,0.3,0.0,0,-0.3,2,3
CC(O)[C@H]1CNC(=O)C(=O)N1CC1CCCCC1 (stereo not given in full),-0.4,0,0.8,-1.1,0.5,-0.2,1.6,0,0.3,2,2
CCOc1cc(/C=N/Nc2nnc(C)n2N)ccc1OC(C)=O,-1.7,6,-1.9,-1.1,-1.6,0.6,-6.8,1,-1.5,-5,5
Fc1ccccc1CSc1nc2ncccc2[nH]1,-0.6,0,1.7,-1.4,2.9,-1.1,2.6,-3,0.5,3,-8
CCOc1ccccc1-n1nnnc1SCC(=O)NC(=O)Nc1ccc2c(c1)OCCO2,0.6,-3,-1.3,-1.6,-6.0,-0.1,-0.6,4,-0.5,-5,9
Cc1cc2c(=O)n(C)c(SCC(=O)Nc3ccccc3C)nc2s1,-1.9,-1,-2.2,-0.8,1.9,-0.5,-2.5,-4,-3.3,-1,-8
COc1ccc(/C=C2\SC(=O)N(CCNC(=O)CCS(=O)(=O)c3ccc(C)cc3)C2=O)cc1,2.3,5,4.3,0.3,7.2,-1.2,9.2,0,0.7,0,-2
CCN(CC(=O)NCc1cccs1)C(=O)c1cccc(S(=O)(=O)NCc2ccccc2)c1,-0.4,0,-1.4,-1.3,-1.3,1.5,-2.6,-3,0.6,-2,-4
Cc1ccc(NC(=O)CCS(=O)(=O)c2cccc3nonc23)c(Cl)c1,1.8,-2,-0.3,-1.1,0.1,-1.1,-0.1,5,0.1,-3,8
COc1cc(/C=N\Nc2cc(=O)n(C)c(=O)n2C)ccc1O,-0.3,0,0.9,-0.4,-0.2,-2.9,1.5,4,-1.1,-4,0
Cc1ccccc1C(=O)N[C@H](C(=O)OCC(=O)NC1CC1)C(C)C,0.5,2,-0.9,0.1,0.8,1.5,2.7,-3,-1.0,-1,-8
COc1ccc(C)cc1-n1nnnc1SC/C(O)=C(\C#N)c1nc2ccccc2[nH]1,0.9,1,2.2,-1.0,-0.7,-0.6,-1.3,-5,0.5,1,-9
CC1(NC(=S)NCCO)CCS(=O)(=O)C1 (stereo not given),1.0,-2,3.0,-1.0,0.5,1.4,-3.7,-4,-0.2,-3,-4
COc1ccc(NC(=O)N/C=C/c2ccc(Cl)cc2)cc1,-0.4,2,-1.7,-1.4,4.7,-2.0,3.2,-1,-0.3,0,1
CC(Oc1cc2oc(=O)c3c(c2cc1Cl)CCC3)C(=O)NC1CC(C)(C)NC(C)(C)C1 (stereo not given),0.2,-1,-0.8,-1.1,-2.6,-0.9,3.9,-18,0.6,-8,-62
COc1ccc(-c2noc3c2-c2nc(-c4ccccc4)sc2CC3)cc1,-0.4,0,-1.3,-1.3,0.6,-0.6,1.1,-2,0.1,-3,-2
NC(=O)Cn1cnc(-c2ccccc2)c1,0.0,-2,0.0,-1.1,-1.2,-1.5,1.3,-1,-0.3,0,3
CCOC(=O)CNC(=O)CSc1nc2cccnc2n1C1CCCCC1,1.0,0,-1.5,-1.0,-1.0,-1.8,0.7,-4,-1.1,0,1
S=C(NCc1ccc2[nH]c3c(c2c1)CCCC3)Nc1ccccc1,0.3,-1,1.1,-0.9,-1.3,-2.7,4.4,0,-2.6,8,-17
COc1cc(C(=O)N2CCC(NC(=O)C(Cc3ccccc3C)NC(C)=O)CC2)cc(OC)c1OC (stereo not given),0.2,2,-2.1,-1.2,-1.9,-0.8,-0.6,-1,-0.1,6,6
O=C(CCNc1cccc(F)c1)c1cccc([N+](=O)[O-])c1,0.9,-2,-0.2,-0.8,-0.1,0.6,-0.2,-3,-0.5,1,1
CCC1CCCCN1CCCNC(=O)c1ccc(N2CCOCC2)c(NS(=O)(=O)c2ccc(OC)cc2)c1 (stereo not given),-0.9,1,0.1,-1.1,0.2,-2.6,0.3,-2,0.7,0,-13
COc1ccc(CNC(=O)CSc2nnc(C)s2)cc1,1.4,0,-0.1,-1.4,-2.4,-1.0,1.1,0,-0.7,5,1
Cc1ccc(CCN2CC(C(=O)O)CC2=O)cc1 (stereo not given),-1.1,-1,-0.7,-1.2,-0.2,0.1,2.5,-1,0.4,4,2
Clc1ccc(Cn2ncc3c(N4CCOCC4)ncnc32)cc1,-0.4,2,-0.9,-1.2,-0.9,-0.1,-1.6,4,0.3,2,2
CCN(CC)S(=O)(=O)c1ccc(C(=O)NCc2n[nH]c(=S)n2-c2ccccc2OC)cc1,-1.1,-2,-1.2,-0.7,2.0,-1.0,2.2,-1,0.7,2,6
O=C(COC(=O)c1cccc(-n2cnnn2)c1)c1ccc(F)c(F)c1,0.9,-1,1.4,-0.9,-0.3,1.1,6.3,-3,0.1,0,-15
CCOc1ncccc1C(=O)OCC(=O)NCCc1ccc(S(N)(=O)=O)cc1,0.5,-3,0.1,-1.8,0.9,-0.3,-1.7,-2,1.6,2,-8
CC(=O)c1cc(C)ccc1OC(=O)c1ccco1,-1.1,-3,0.5,-1.1,-1.5,-1.2,0.5,-1,0.5,2,-5
Cc1onc(-c2ccccc2)c1C(=O)N/N=C/c1c(F)cccc1Cl,-0.1,-2,-0.4,-1.1,0.5,1.2,-0.5,-5,-0.8,-7,-4

Screening data deposited in PubChem by several laboratories.
